From PubChem BioAssay
Wee1 stabilizer: blocks degradation of human Wee1 kinase. reporter increase, % at 5 µM. actives 1.2% (n = 220,000). HeLa Luc-Wee1K328M stability, luciferase luminescence; 100% = proteasome inhibitor MG132 effect;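 active means activation above the mean of all tested compounds plus 3 SD, set per screening run, cut at about 8.8% in these data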;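 further: cells exposed to compound for 20 h before luminescence read; 0% = DMSO alone and 100% = MG132 at 30 µM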
NPY-Y2 PAM-ag: potentiates or activates human NPY-Y2 receptor. P49146. cells expressing NPY-Y2, potentiator/agonist read-out. activation, % at 3.6 µM. actives 0.45% (n = 220,000); in the data active means activation above about 27%;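 further: cells stimulated with NPY near EC25 plus isoproterenol at EC100; 0% = vehicle plus submaximal agonist and 100% = vehicle plus saturating agonist; some results beyond the cut were filed as inactive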
S1P4 ag: activates the human S1P4 receptor; O95977; S1P4-expressing cell line, agonist reporter assay; activation, % at 4.98 µM; actives 0.35% (n = 220,000); in the data active means activation above about 11%;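 further: 0% = DMSO vehicle and 100% = reference agonist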
PERK inh: inhibitors of human PERK kinase; inhibition, % at 5.6 µM; AID 1416; actives 0.17% (n = 220,000); CHO PERK-DD fusion, SEAP luminescence translation reporter; Q9NZJ5;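 active means inhibition above the mean inhibition of all tested compounds plus 3 SD, set separately per screening campaign, cut at about 2.9% in these data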;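 further: PERK kinase domain activated by AP20187 dimerizer at 100 nM; 0% = DMSO with dimerizer and 100% = rapamycin at 8.4 µM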
Ba/F3 V617F tox: loss of viability in JAK2V617F-driven Ba/F3 cells | AID 1446 | Ba/F3 EpoR-JAK2V617F viability, ATP luminescence | actives 1.1% (n = 220,000) | inhibition, % at 5.6 µM;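 active means inhibition above the campaign mean plus 3 SD over all tested compounds, cut at about 24% in these data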;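 further: cytokine-independent growth of Ba/F3 cells driven by EpoR plus mutant JAK2; 0% = DMSO-treated cells and 100% = JAK inhibitor I control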
S1P4 antag: human S1P4 receptor antagonism. O95977. actives 0.26% (n = 220,000). AID 1510. inhibition, % at 4.98 µM. S1P4-expressing cells, antagonist mode, reporter read-out; in the data active means inhibition above about 29%;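 further: 0% = wells stimulated with agonist and 100% = vehicle wells without agonist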
eIF4E 4G PPI: inhibitors of eIF4E and eIF4G interaction in translation initiation; AID 782; TR-FRET eIF4E-eIF4GI(517-606) binding, 2 h; actives 0.37% (n = 220,000); P63073+Q04637; inhibition, % at 21.7 µM;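 active means inhibition above about 30%, limit read from the data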;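 further: 0% = full FRET control wells and 100% = background wells lacking eIF4GI fragment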
Target sequence (P63073 whole entry, looked up, the tested form may be a part): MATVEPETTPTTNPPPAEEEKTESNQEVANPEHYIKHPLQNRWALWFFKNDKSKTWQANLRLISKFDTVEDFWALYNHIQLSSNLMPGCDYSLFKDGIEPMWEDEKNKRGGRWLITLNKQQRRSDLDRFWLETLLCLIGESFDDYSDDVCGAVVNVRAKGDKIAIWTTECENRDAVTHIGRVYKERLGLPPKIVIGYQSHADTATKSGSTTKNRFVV
Target sequence (Q04637 whole entry, looked up, the tested form may be a part): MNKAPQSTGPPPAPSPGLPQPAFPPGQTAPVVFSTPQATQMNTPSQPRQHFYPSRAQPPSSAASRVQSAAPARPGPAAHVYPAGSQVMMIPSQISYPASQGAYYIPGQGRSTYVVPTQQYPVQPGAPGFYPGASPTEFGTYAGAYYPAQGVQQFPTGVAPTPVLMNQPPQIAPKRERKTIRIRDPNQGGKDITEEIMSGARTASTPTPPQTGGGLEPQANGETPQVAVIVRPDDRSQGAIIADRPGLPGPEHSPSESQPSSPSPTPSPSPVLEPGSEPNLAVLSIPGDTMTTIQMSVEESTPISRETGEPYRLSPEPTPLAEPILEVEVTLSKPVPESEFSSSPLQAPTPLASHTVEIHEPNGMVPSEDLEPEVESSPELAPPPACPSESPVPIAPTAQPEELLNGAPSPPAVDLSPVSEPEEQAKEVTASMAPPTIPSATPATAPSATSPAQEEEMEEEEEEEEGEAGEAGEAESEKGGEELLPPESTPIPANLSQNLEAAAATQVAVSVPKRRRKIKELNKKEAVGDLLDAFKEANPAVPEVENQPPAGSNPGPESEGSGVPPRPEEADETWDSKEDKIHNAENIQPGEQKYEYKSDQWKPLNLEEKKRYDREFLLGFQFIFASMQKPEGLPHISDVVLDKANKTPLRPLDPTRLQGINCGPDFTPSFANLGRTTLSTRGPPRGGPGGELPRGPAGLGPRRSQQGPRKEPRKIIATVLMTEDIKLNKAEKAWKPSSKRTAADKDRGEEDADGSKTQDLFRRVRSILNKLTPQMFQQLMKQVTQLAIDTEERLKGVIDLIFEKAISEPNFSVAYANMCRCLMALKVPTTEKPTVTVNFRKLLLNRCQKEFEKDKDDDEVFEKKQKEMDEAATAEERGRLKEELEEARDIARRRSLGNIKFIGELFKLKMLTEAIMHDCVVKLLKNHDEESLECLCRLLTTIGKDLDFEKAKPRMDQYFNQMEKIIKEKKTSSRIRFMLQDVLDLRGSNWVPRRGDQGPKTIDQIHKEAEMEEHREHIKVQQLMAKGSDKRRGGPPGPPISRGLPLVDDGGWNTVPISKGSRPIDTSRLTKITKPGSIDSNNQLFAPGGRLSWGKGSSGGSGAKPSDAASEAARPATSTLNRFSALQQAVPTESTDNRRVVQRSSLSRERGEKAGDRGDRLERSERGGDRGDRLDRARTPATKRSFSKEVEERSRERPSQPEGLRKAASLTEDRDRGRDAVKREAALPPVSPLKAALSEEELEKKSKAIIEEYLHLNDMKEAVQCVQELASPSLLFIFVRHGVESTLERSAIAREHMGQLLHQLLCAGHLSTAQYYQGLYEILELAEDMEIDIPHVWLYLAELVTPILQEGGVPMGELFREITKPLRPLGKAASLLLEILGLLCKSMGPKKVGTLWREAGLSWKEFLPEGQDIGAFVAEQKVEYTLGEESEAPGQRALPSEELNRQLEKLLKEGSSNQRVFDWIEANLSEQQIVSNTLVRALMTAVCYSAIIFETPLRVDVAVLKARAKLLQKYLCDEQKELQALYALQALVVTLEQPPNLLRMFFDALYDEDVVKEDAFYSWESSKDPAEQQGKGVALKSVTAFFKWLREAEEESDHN
BaF3 tox: counter-screen for JAK2V617F inhibitors: parental Ba/F3 viability inhibitors; actives 1.1% (n = 220,000); CellTiter-Glo ATP luminescence; inhibition, % at 5.6 µM;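 active means inhibition above a per-campaign cutoff, the mean inhibition of all tested compounds plus 3 SD, cut at about 27% in these data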;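 further: 0% = DMSO wells and 100% = JAK Inhibitor I control wells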
MDM2 E3 inh: inhibitors of human Mdm2 E3 ubiquitin ligase; Q00987; cell-based MDM2 ubiquitination luciferase reporter, 2 h; 0 = plate control, 100 = twice control, blank-subtracted; signal enhancement, % at 5 µM; actives 0.11% (n = 210,000); AID 1230;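 active means signal enhancement of 30% or more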;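 further: luminescence tracks abundance of the self-degrading MDM2-luciferase fusion protein; higher signal means inhibition of MDM2 E3 ligase activity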
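Assay system: stable mammalian line carrying autodegrading MDM2–luciferase fusion reporter; Input: 2000 cells in each well; Compound dosing: single-point 5 µM; Schedule: 2 h compound exposure at 37 °C; Signal: SteadyLite luciferase luminescence after 15 min room-temperature reagent incubation; Evaluation: % luminescence enhancement versus blank-corrected plate control mean; Benchmarks: plate controls and plate blanks.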
Starred values were filed as active, the others as inactive; x = not tested or not shown; [ ] = remark or other dose. Not a hit list, and some 4.1% of all compounds hit somewhere here.

SMILES | Wee1 stabilizer | NPY-Y2 PAM-ag | S1P4 ag | PERK inh | Ba/F3 V617F tox | S1P4 antag | eIF4E 4G PPI | BaF3 tox | MDM2 E3 inh
O=C(O)CCC(=O)N1CN2CN(C(=O)CCC(=O)O)CC([N+](=O)[O-])(C2)C1 | 2 | 7 | 1.4 | 0.3 | 0 | -10 | 4 | 2 | -4
O=C(NCc1cn2ccsc2n1)Nc1cccc(Cl)c1 | 3 | 3 | -0.9 | -0.1 | -4 | -10 | -7 | 6 | 3
CCN(CC)CCNC(=O)c1cc2cc(Br)ccc2s1 | 0 | -22 | -1.8 | -0.4 | 0 | 21 | 0 | 6 | 3
CC(C)C(NC(=O)C1CCCCC1)C(=O)NC1CCN(Cc2ccccc2)CC1 (centres undefined) | 0 | -6 | -0.8 | -0.1 | 0 | -20 | 4 | 1 | -25
Cc1cccc(NC(=O)CN(C)S(=O)(=O)c2cccs2)c1 | 3 | 1 | -3.9 | -0.2 | -5 | -5 | 1 | 0 | -6
Cc1ccc(S(=O)(=O)c2nc(C(C)(C)C)oc2N2CCOCC2)cc1 | 0 | -1 | 2.3 | 0.4 | -1 | 4 | 3 | 3 | -24
Cc1cc(=O)n(C)c(=O)n1CCCCOc1ccc([N+](=O)[O-])cc1 | -2 | -6 | 1.7 | 0.4 | 5 | 8 | 6 | 8 | -8
COCCn1cnc2c1c(=O)n(CC(=O)OCC(=O)NCCCc1ccccc1)c(=O)n2Cc1ccccc1 | 2 | 0 | 1.1 | -0.2 | -2 | -15 | 1[fluorescence artefact?] | 3 | -2
COc1ccc(/C(O)=C2/C(=O)C(=O)N(c3ncccn3)C2c2ccc(OC)c(OC)c2)cc1 (centres undefined) | -1 | 8 | -1.1 | 0.5 | 0 | -5 | 3 | 4 | 4
Cc1ccc2[nH]c3c(c2c1)CN(C(=O)CN1CCCCC1)CC3 | -2 | -8 | -1.5 | 0.3 | -5 | 3 | 9 | -3 | 2
O=C(NCCc1ccccc1)c1cccnc1N1CCCCCC1 | 5 | 3 | 0.6 | 0.5 | -6 | -6 | 4 | 3 | -23
CCN(CC)c1nc2cc(C)ccc2cc1/C=C(\C#N)C(N)=O | 3 | 8 | -0.1 | 0.9 | -2 | -5 | 3 | 0 | -5
Cc1[nH]c(=O)[nH]c(=O)c1S(=O)(=O)NCC12CC3CC(CC(C3)C1)C2 | 0 | 4 | -0.5 | 1.5 | -2 | -6 | -1[fluorescence artefact?] | 4 | -12
Cc1cccc(OCc2nnc(SCC(=O)N3CCN(C(=O)c4ccco4)CC3)n2C)c1C | -2 | -14 | -1.0 | -0.8 | 2 | 5 | -1[fluorescence artefact?] | 5 | -8
COc1cccc(CN2CCN(CCc3ccccc3)C(CCO)C2)c1OC (centres undefined) | 4 | 1 | -0.2 | 0.1 | 2 | -3 | 1 | 11 | -3
COc1ccc(S(=O)(=O)N2CCOC2CNC(=O)C(=O)NCc2ccco2)cc1OC (centres undefined) | -1 | -7 | 0.4 | 0.3 | -1 | -7 | -5 | 0 | -4
Oc1ccccc1N1CCN(c2nnnn2-c2ccccc2)CC1 | -4 | 17 | 0.1 | 0.2 | -5 | -10 | 1 | -5 | -9
CC(=O)C1=C(O)C(=O)N(CCc2c[nH]c3ccccc23)C1c1cccc(O)c1 (centres undefined) | 2 | -12 | -0.1 | 0.5 | -1 | -5 | -11 | 2 | 21
CC(C)c1ccc(-c2nc(N3CCCCC3)[nH]c(=O)c2C#N)cc1 | -2 | -3 | 3.6 | 0.9 | 0 | -11 | -20 | 0 | -10
Cc1ccc(S(=O)(=O)NNC(=O)CCC(=O)Nc2ccc(C)c(C)c2)cc1 | 4 | -7 | 3.3 | 1.2 | 0 | -7 | -5 | 0 | -9
O=C(CSc1ncn[nH]1)Nc1ccccc1C(=O)O | -2 | 2 | 1.7 | 0.8 | -1 | 5 | 0[fluorescence artefact?] | 4 | -9
O=C(COC(=O)c1cccs1)Nc1ccccc1C(F)(F)F | 3 | -7 | -0.8 | 0.4 | 1 | -28 | 0 | 6 | -5
N#CCCSc1ncnc2c1oc1ccccc12 | 3 | 6 | -1.4 | 1.3 | -2 | -19 | -2 | -1 | -14
NC(=O)CN1CCN(C(=O)NC2CCCCC2)CC1 | 2 | -13 | 0.6 | 2.1 | 6 | -15 | 2 | 13 | -18
CCOC(=O)CSc1nnc(-c2ccccc2)c(=O)[nH]1 | 2 | -4 | 1.7 | 0.3 | -1 | -13 | -8 | 5 | -16
CC(C)N(C)S(=O)(=O)c1ccc(Cl)c(C(=O)O)c1 | -1 | 12 | 2.7 | 0.6 | -1 | -9 | 3 | 3 | -14
CCOCCc1nnc(NC(=O)Cc2ccc(Br)cc2)s1 | 1 | -9 | 0.3 | -1.0 | 1 | -11 | -5 | 3 | -15
O=C(CSCCO)Nc1ccccc1 | 2 | 14 | -0.5 | 0.5 | -3 | 0 | 3 | 7 | -8
CSc1ccc(C(=O)C2CCCN(C(=O)c3nn(C)c(=O)c4ccccc34)C2)cc1 (centres undefined) | -1 | -2 | 0.5 | 0.4 | 2 | 9 | 0 | 3 | -1
O=C(NCc1ccccc1)C1=C[C@@H](c2coc3ccccc3c2=O)C[C@@H](OCc2ccc(CO)cc2)O1 | -2 | -4 | -0.4 | 0.2 | 4 | -8 | 1 | 4 | x
CCOc1cccc(NC(=O)c2cccc(F)c2)c1 | 4 | 3 | 0.5 | -0.5 | 0 | -11 | 0 | 3 | -3
CCCC/C(=N\NC(=O)c1ccc(Br)o1)c1ccccc1 | 2 | -6 | 1.0 | 0.9 | 1 | -10 | 0 | 5 | -7
O=c1c2c(-c3ccccc3)csc2ncn1/N=C/c1ccc(O)c([N+](=O)[O-])c1 | 1 | 0 | -1.2 | 0.7 | 4 | 5 | 2 | 5 | x
CCOc1ccc(-n2c(O)c(/C=N/Nc3nc(C)cc(C)n3)c3ccccc3c2=O)cc1 | 0 | -3 | -0.8 | 0.4 | -3 | -14 | 1 | 0 | 7
O=C(Nc1ccc(Br)cn1)c1ccc([N+](=O)[O-])cc1Cl | -1 | 11 | -1.4 | 0.8 | -1 | -4 | -1 | 4 | -28
O=C(COC(=O)Cc1ccsc1)Nc1ccc(Cl)c(S(=O)(=O)N2CCOCC2)c1 | 1 | 7 | 1.4 | 1.2 | -3 | -6 | 2 | 4 | 4
Cc1ccc(NC2=C(Cl)C(=O)OC2NC(=O)c2ccccc2)cc1 (centres undefined) | -1 | 1 | -1.5 | 0.4 | -1 | -16 | -1 | 3 | 3
COC(=O)C1C(=O)OC(C)(C)C1C(C)C(=O)c1ccccc1 (centres undefined) | -1 | -3 | 0.2 | -0.1 | -2 | -13 | -3[fluorescence artefact?] | 4 | -13
NCCNc1ccc2nnnn2n1 | 1 | 8 | 1.8 | 0.6 | -1 | -33 | -5 | 7 | -5
NC(=O)SCC(=O)Nc1ccccc1C(=O)O | -1 | 8 | 0.2 | 1.8 | 0 | -19 | -8 | 0 | -13
CCn1c(SCC(=O)Nc2ccc3c(c2)OCCO3)nnc1-c1ccccn1 | 0 | -11 | 0.3 | -0.6 | 4 | 0 | 7[fluorescence artefact?] | 2 | -5
CCOc1cc(CNc2ccccc2)cc(Br)c1OCc1ccc(F)cc1 | -1 | -1 | -0.3 | 0.1 | -1 | 5 | -1 | 3 | -5
CC(Cc1ccsc1)NC(=O)CCc1nnc(CCc2ccccc2)o1 (centres undefined) | 0 | -4 | 2.1 | 0.9 | 3 | -7 | -1 | 5 | -14
COc1ccc(C(=O)CN2CC(C)SC2=Nc2ccc(Cl)cc2)cc1 (centres undefined) | -1 | 4 | 0.6 | -0.4 | -3 | -12 | 3 | 4 | -11
CCN(Cc1cnn(C)c1)Cc1nc(Cc2ccccc2Cl)no1 | -1 | -8 | 1.3 | 1.5 | -3 | 2 | -1 | 3 | -7
Cc1ccc(NC2Sc3ccccc3NC2=O)cc1Cl (centres undefined) | -1 | -10 | 0.4 | 0.2 | 0 | 20 | 4 | 0 | -11
O=C(NC1=NCCS1)c1ccc(Cl)c(S(=O)(=O)N2CCCCCC2)c1 | 0 | -1 | 1.3 | -0.8 | 4 | -10 | 1 | 7 | -7
O=C(Nc1ccc(-c2nnco2)cc1)c1ccccc1 | 0 | -10 | 1.6 | 0.8 | -5 | -14 | -1 | 0 | 23
O=C(CSc1nc2cc(Cl)ccc2c(=O)n1Cc1ccco1)Nc1ccc(S(=O)(=O)N2CCOCC2)cc1 | 0 | 2 | -0.9 | -0.6 | -1 | 6 | 16 | 6 | -21
COc1cccc(NC(=O)N2CCCC(C(=O)Nc3ccccc3OC)C2)c1 (centres undefined) | 3 | -16 | 2.9 | -1.1 | -3 | -8 | -2 | -4 | 5
Cc1cc(NC(=O)CCC(=O)N(CC(=O)NCC2CCCO2)Cc2ccc(F)cc2)no1 (centres undefined) | -2 | -3 | 1.2 | -1.0 | -1 | -2 | 2 | 1 | x
CC1(C)CC(=O)C2=C(C1)OC(N)=C(C#N)C2c1ccsc1 (centres undefined) | -3 | 4 | -0.6 | -0.4 | 0 | 2 | 3 | 2 | 3
COc1ccc(OCC(O)Cn2c(=N)n(CCN3CCOCC3)c3ccccc32)cc1 (centres undefined) | -3 | -4 | 0.0 | 1.2 | 0 | 7 | 2 | 2 | 14
C=CCOc1ccc(/C=N/N2C(=O)C(CC(=O)Nc3ccc(F)cc3F)SC2=NC)cc1 (centres undefined) | 4 | 4 | -0.1 | 0.7 | 0 | -13 | 4 | 1 | -17
C/C(N)=C(/C#N)C(=O)CSc1nnc(Nc2ccccc2C)s1 | -5 | 8 | -2.1 | 0.1 | -3 | -14 | 4 | 3 | -22
CCn1c(COc2ccc(OC)cc2)nnc1SCc1nc2ccccc2c(=O)[nH]1 | 9.8* | -1 | 1.2 | 0.6 | 1 | -16 | -1 | 4 | -4
C=COCCNC(=S)N1CCOCCOCCN(C(=S)NCCOC=C)CCOCCOCC1 | 0 | -2 | 0.9 | -0.9 | -1 | 11 | -1 | 4 | -8
O=C(Cn1cc([N+](=O)[O-])cn1)N1CCCc2ccccc21 | 0 | 0 | 0.7 | 0.6 | 0 | -13 | 1 | 5 | -12
CCCNC(=O)CSc1nnc(-c2ccccc2Br)n1-c1cccc(C(F)(F)F)c1 | 0 | 8 | -1.3 | -0.3 | -1 | 0 | -1 | 4 | -9
Cc1cc2cc(C(c3nnnn3C3CCCC3)N(Cc3cccnc3)Cc3ccco3)c(=O)[nH]c2cc1C (centres undefined) | -1 | 12 | 0.8 | -1.1 | -1 | 5 | -35 | 3 | -11
CCCC(C)C(=O)Nc1ccc(NC(C)=O)cc1 (centres undefined) | 1 | 0 | -1.1 | 1.3 | -4 | 0 | 3 | 2 | 4
Cc1ccc(C)c(-n2c(-c3csc(C)c3C)n[nH]c2=S)c1 | -2 | 18 | 0.6 | -0.3 | -2 | 7 | 5 | 2 | -9

Sorted by value in NPY-Y2 PAM-ag (ascending): 3 of the compounds above
| mol | Wee1 stabilizer | NPY-Y2 PAM-ag | S1P4 ag | PERK inh | S1P4 antag | eIF4E 4G PPI | MDM2 E3 inh |
| --- | --- | --- | --- | --- | --- | --- | --- |
| COc1ccc(OCC(O)Cn2c(=N)n(CCN3CCOCC3)c3ccccc32)cc1 (centres undefined) | -3 | -4 | 0.0 | 1.2 | 7 | 2 | 14 |
| CCn1c(COc2ccc(OC)cc2)nnc1SCc1nc2ccccc2c(=O)[nH]1 | 9.8* | -1 | 1.2 | 0.6 | -16 | -1 | -4 |
| CCCC(C)C(=O)Nc1ccc(NC(C)=O)cc1 (centres undefined) | 1 | 0 | -1.1 | 1.3 | 0 | 3 | 4 |
